Screening data from PubChem BioAssay.
MEKK2 mut-MEK5: signal of MEK5 binding to mutant human MEKK2 PB1 domain. bead flow cytometry, Alexa488-MEK5 binding to MEKK2 mutant. AID 1530. percent response, % at 10 µM. 0.35% of 290,000 active; in the data active = percent response above about 24%, passing the limit was not always enough; note: inactives centre near 1; some results filed as inactive read as strong as hits
CRFR2-BP ag: CRF-BP/CRF-R2 complex agonism; 0.46% of 350,000 active; HEK293 CRF-R2/CRF-BP, calcium dye fluorescence (FLIPR); percent of saturating CRF peptide response; activation, % at 13.2 µM;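 active = activation of at least 50%, plus an integration ratio under a set limit after plate pattern correction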;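 note: plate controls were neutral control wells without compound for no effect and CRF at EC100 for full effect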
CRFR2-BP antag: antagonists of CRF-binding protein/CRF-R2 receptor complex. HEK293 CRF-R2/CRF-BP, CRF-induced calcium fluorescence. AID 588475. inhibition, % at 11.8 µM. 0.59% of 350,000 active;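 active = inhibition of the ligand-induced calcium signal above about 50% at the single tested concentration, limit read from the data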
NS3 helicase inh: blocks Hepatitis C virus NS3 helicase unwinding; NS3 helicase DNA unwinding, Cy5 molecular beacon fluorescence; inhibition, % at 10.9 µM; 0.56% of 290,000 active; AID 1800;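 active = inhibition above the mean of all tested compounds plus 3 SD, set per campaign, cut at about 35% in these data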;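 note: 0% = DMSO wells and 100% = thioflavine S control wells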
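System: Hepatitis C virus NS3 helicase domain fragment enzyme | Reagent: Annealed dual-labelled DNA beacon duplex, ATP-started | Compound dosing: 10.9 µM single point, 0.8% DMSO | Incubation: 1 h reaction at 25 °C, ATP-initiated | Technique: Cy5 fluorescence | Evaluation: Percent inhibition from t60/t0 fluorescence ratio | Benchmarks: Low DMSO, high thioflavine S at 110 µM | Replication: Singlicate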
GalR3 antagonist: human GalR3 antagonism; inhibition, % at 3 µM; O60755; AID 651719; HEK293 GalR3-CNG cAMP membrane potential fluorescence; galR3 body fused to GalR1 C-terminus; 0.44% of 360,000 active;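 active = inhibition above the screen-wide average plus 3 SD, cut at about 13% in these data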;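 note: forskolin and galanin both at EC90 stimulate the cells; cAMP rise reported by CNG channel membrane potential dye signal; 0% = forskolin plus galanin with DMSO and 100% = forskolin alone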
Target sequence (O60755 1-299 limits assumed): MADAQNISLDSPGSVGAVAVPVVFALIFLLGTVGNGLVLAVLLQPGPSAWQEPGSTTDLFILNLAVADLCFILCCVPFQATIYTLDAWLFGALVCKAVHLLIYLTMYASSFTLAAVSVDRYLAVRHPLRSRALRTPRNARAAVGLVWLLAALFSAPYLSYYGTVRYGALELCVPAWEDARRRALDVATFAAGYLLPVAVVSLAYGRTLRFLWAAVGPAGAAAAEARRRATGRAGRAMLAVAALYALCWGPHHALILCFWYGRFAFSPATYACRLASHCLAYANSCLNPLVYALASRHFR
UBC9 SUMO inh: inhibitors of human SUMOylation (UBC9). HTRF SUMOylation assay, SAE1/SAE2 + UBC9, in vitro. inhibition, % at 35 µM. 0.36% of 290,000 active; in the data active = inhibition above about 50%, passing the limit was not always enough; note: strong numbers were not always called active
Target sequence (P63279 whole entry, looked up): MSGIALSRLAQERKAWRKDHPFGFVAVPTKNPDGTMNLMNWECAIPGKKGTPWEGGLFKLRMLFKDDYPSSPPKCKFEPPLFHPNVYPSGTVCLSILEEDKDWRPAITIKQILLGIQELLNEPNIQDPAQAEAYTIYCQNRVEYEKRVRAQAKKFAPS
MEKK3 PB1 HTS: MEKK3-MEK5 PB1 interaction, increase or decrease; Q99759; bead-based flow cytometry, Alexa488-MEK5 binding to MEKK3; actives lie on both sides; 0 = blocked by unlabeled MEK5, 100 = vehicle; binding response (% of control), % at 10 µM; 1.4% of 290,000 active;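 active = binding response more than 3 SD above or below the average of its plate-row segment, actives on both sides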;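 note: Alexa488 bead fluorescence after subtracting the streptavidin-only scavenger bead signal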
Target sequence (Q99759 whole entry, looked up): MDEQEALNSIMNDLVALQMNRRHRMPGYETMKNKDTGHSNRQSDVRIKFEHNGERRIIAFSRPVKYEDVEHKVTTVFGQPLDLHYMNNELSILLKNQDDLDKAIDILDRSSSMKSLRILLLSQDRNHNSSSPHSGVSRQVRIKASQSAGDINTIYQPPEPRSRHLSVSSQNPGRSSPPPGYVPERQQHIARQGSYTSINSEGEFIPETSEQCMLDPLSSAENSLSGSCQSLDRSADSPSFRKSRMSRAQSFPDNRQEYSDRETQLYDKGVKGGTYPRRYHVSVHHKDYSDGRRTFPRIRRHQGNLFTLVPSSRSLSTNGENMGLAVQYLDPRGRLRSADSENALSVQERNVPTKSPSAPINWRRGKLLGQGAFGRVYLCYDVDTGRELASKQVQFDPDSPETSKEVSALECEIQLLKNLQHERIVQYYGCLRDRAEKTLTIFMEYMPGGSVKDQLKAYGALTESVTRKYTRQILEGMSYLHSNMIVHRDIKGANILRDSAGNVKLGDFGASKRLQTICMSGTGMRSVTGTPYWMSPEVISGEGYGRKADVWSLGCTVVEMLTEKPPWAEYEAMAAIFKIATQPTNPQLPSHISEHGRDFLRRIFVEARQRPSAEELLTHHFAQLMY
MEKK2wt PB1 HTS: raises or lowers MEK5 binding to wildtype human MEKK2 PB1 domain. Q9Y2U5. binding response (% of control), % at 10 µM. bead flow cytometry, Alexa488-MEK5 binding to MEKK2 WT; actives lie on both sides. 1.1% of 290,000 active; in the data active = binding response below about 67% or above about 130%
FID counter: counter-screen for HCV NS3 helicase inhibitors: DNA intercalator displacement; inhibition, % at 7.9 µM; 0.17% of 290,000 active; DNA fluorescent intercalator displacement, fluorescence; in the data active = inhibition above about 37%;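 note: 0% = vehicle and 100% = reference compound; higher means more ethidium bromide displaced from hairpin DNA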
* = called active by the depositor; i = inactive; . = not tested or not shown; & = joins results of further samples; ! = not active in a repeat. Some of the compounds tested; the hit share may differ from the screen's.

item	compound	MEKK3 PB1 HTS	MEKK2 mut-MEK5	CRFR2-BP ag	FID counter	CRFR2-BP antag
1	Cn1ccnc1SCc1ccc(Cl)cc1Cl	100	-5	-1.6	-7	-2
2	COc1cccc(NC(=O)Cc2nnc(SCCOc3ccccc3)n2C)c1	110	14	-1.6	-28	-1
3	CCOC(=O)C1CCN(C(=O)C2(NC(=O)Nc3ccc(F)cc3F)CCCCC2)CC1	103	1	-0.7	-21	1
4	COc1cc(C2c3c(n[nH]c3C)C(=O)N2c2ccc(C)cc2)ccc1O (stereo not drawn)	84	-7	1.1	-7	-2
5	CCc1ccc(C(=O)Cn2ncc(Cl)c(Cl)c2=O)cc1	100	1	-0.3	-1	-36
6	COc1ccc(N2CC(C)Cn3c2nc2c3c(=O)n(CCc3ccccc3)c(=O)n2C)cc1 (stereo not drawn)	94	0	-5.8	.	25
7	COc1ccc(/C=C2\SC(=O)N(CC(=O)NNC(=O)c3ccccc3O)C2=O)cc1	96	-2	0.2	-5	-5
8	COCCNC(=O)Cn1cc(S(=O)(=O)N2CCN(c3ccccc3F)CC2)c2ccccc2c1=O	108	7	-2.3	-27	-29
9	COc1ccc(NC(=O)CN2CCN(S(=O)(=O)c3ccc(Br)cc3)CC2)c(OC)c1	97	0	-0.2	-50	-6
10	CCOC(=O)C1=C(C)NC(SC)=NC1c1ccc(OC)cc1 (stereo not drawn)	99	0	1.1	-1	7
11	N#C/C(=N\Nc1cccc(F)c1)C(=N)N1CCCCCC1	101	3	-1.0	-1	-14
12	COc1ccc(-n2c(-c3ccc(F)cc3)cnc2SCC(=O)NCc2ccco2)cc1	102	-1	-0.1	-31	14

item	MEKK2wt PB1 HTS	GalR3 antagonist	NS3 helicase inh	UBC9 SUMO inh
1	100	-4	8	1
2	112	-1	-1	10
3	101	-10	-1	2
4	88	0	-3	20
5	101	-4	9	26
6	98	-7	.	18
7	95	2	7	56*
8	107	4	-7	4
9	96	-9	-6	-14
10	98	-2	3	-3
11	104	-6	5	-3
12	94	-3	-2	3

(next part)
item	compound	MEKK3 PB1 HTS	MEKK2 mut-MEK5	CRFR2-BP ag	FID counter	CRFR2-BP antag
13	Cc1ccc(C)c(N(CC(=O)NCCC2=CCCCC2)S(C)(=O)=O)c1	103	3	-0.4	-34	-6
14	CCC(Sc1nc2ncccc2[nH]1)C(=O)NC1CCCC1 (stereo not drawn)	97	2	-1.9	-11	3
15	CCOC(=O)c1ccc(NC(=S)NCCc2ccccc2F)cc1	84	0	6.5	-10	-9
16	CN1CCN(CCCN2c3ccccc3Sc3ccc(Cl)cc32)CC1	107&120&103	23&21&21	i	29&17	i
17	Cc1cc(N/N=C/c2ccccc2F)c2ccccc2n1	96	-9	-1.5	-3	5
18	COc1ccc2nc(NC(=O)CS(=O)(=O)Cc3ccccc3)sc2c1	106	1	-1.0	-3	-11
19	O=C(CCN=C1NS(=O)(=O)c2ccccc21)N1CCc2ccccc2C1	111	-1	-5.5	-6	0
20	CC(=O)Oc1ccc(/C=C2/SC(=S)N(Cc3ccccc3)C2=O)cc1	100	0	0.8	-2	-8
21	C=CCN1C(=O)c2ccccc2C1(O)Cc1ccccc1 (stereo not drawn)	100	2	-0.4	-5	3
22	O=C(c1ccc(Cl)cc1)[C@@H]1[C@@H]2C(=O)N(c3ccc(Cl)cc3)C(=O)[C@@H]2C2c3ccccc3C=NN21 (stereo partly drawn)	83	-2	12	-1	-17
23	O=C(NCCC1=CCCCC1)Nc1ccc2nsnc2c1	104	-11	9.6	-1	-15
24	CN(c1ccc(C(=O)Nc2cccnc2)cc1)S(C)(=O)=O	103	3	1.9	-2	-4

item	MEKK2wt PB1 HTS	GalR3 antagonist	NS3 helicase inh	UBC9 SUMO inh
13	106	-3	4	10
14	100	4	-2	9
15	106	-6	-11	-4
16	188*!	-5	-91&-69	-15&5
17	96	0	-2	-17
18	98	-6	-6	27
19	100	-8	0	28
20	97	-9	12	-2
21	101	-12	0	14
22	83	-3	4	-1
23	86	-1	-2	27
24	106	2	4	0

New compounds follow.
item	compound	MEKK3 PB1 HTS	MEKK2 mut-MEK5	CRFR2-BP ag	FID counter	CRFR2-BP antag
25	O=C(NCc1ccc2c(c1)OCO2)c1ccc(CN2CCc3ccccc3C2)cc1	95	-3	-0.5	5	15
26	COc1cc(OC)c(N(C)S(=O)(=O)c2cccc(C(=O)OCc3c(C)noc3C)c2)cc1Cl	100	-3	-0.4	-1	-3
27	O=P(CCO)(c1ccccc1)c1ccccc1	101	4	-2.0	-2	-2
28	O=C(COC(=O)C1Cc2ccccc2CN1C(=O)c1ccccc1Cl)Nc1ccc(N2CCOCC2)cc1 (stereo not drawn)	101	1	-0.5	-37	-20
29	CCOc1ccccc1NC(=S)NC(=O)c1ccco1	102	4	-0.4	-4	-15
30	O=C(CSc1ncccc1C(=O)O)Nc1ccc2c(c1)OCCO2	105	7	-0.5	-7	7
31	CNS(=O)(=O)/C=C/c1ccccc1	90	-8	1.1	-1	8
32	Cc1ccc(S(=O)(=O)NCc2c(Cl)cccc2Oc2ccccc2)cc1	99	-11	2.4	-22	16
33	O=C(O)[C@H](CO)Nc1ncnc2sc3c(c12)CCC3	.	.	-1.4	5	-1
34	CCOc1cc(S(=O)(=O)N(CC)CC)c(OCC)cc1-n1cnnn1	102	6	6.4	-8	0
35	Cc1c(OCC(=O)NCC(O)c2ccccc2)ccc2c3c(c(=O)oc12)CCC3 (stereo not drawn)	100	2	0.1	-33	-13
36	O=C(NCC1CCCO1)C(c1cccnc1)N(C(=O)Cc1cccs1)c1cccnc1 (stereo not drawn)	97	-15	1.6	-6	12

item	MEKK2wt PB1 HTS	GalR3 antagonist	NS3 helicase inh	UBC9 SUMO inh
25	93	-5	-16	-6
26	97	1	3	-10
27	100	-1	2	-6
28	106	-12	-8	-8
29	100	-5	7	-14
30	106	-9	-3	-1
31	88	-3	-6	-6
32	103	.	-7	-6
33	.	1	0	-4
34	108	-1	-5	1
35	104	6	3	-12
36	75	-2	-1	-13

Next results.
item	compound	MEKK3 PB1 HTS	MEKK2 mut-MEK5	CRFR2-BP ag	FID counter	CRFR2-BP antag
37	CCC(C)OC(=O)C1=C(C)O[C@]23OC(N)=C(C#N)[C@]12C(=O)c1ccccc13 (stereo partly drawn)	96	4	-4.6	-17	-2
38	O=C(CCc1n[nH]c(=O)[nH]c1=O)N/N=C/c1ccc(Br)o1	102	-5	-2.4	-3	-1
39	Cc1ccc(NC(=O)CCN2C(=O)C3C4CCC(C4)C3C2=O)cc1[N+](=O)[O-] (stereo not drawn)	94	-5	-0.1	-8	9
40	COc1ccc(CC(=O)Nc2ccc(-c3nnc(-c4ccccc4)o3)cc2)cc1	.	.	-0.2	2	12
41	COc1ccc(C(=O)NNC(=S)Nc2ccccc2)cc1	98	-4	-0.7	-3	10
42	Cc1ccc(-n2c(-c3ccccc3)cc(/C=N/NC(=O)CC#N)c2-c2ccccc2)cc1	101	-8	.	-6	.
43	Clc1ccc(OCc2cc(-c3ccccc3)no2)c(Cl)c1	96	-8	3.6	2	7
44	COC(=O)C(Cc1ccc(O)cc1)NC(=O)CCC(=O)Nc1ccc(S(N)(=O)=O)cc1 (stereo not drawn)	100	7	-0.8	1	-13
45	O=C(NNC(=O)c1ccc(O)cc1O)c1ccc(Cl)cc1	101	6	-1.8	3	18
46	COc1cc(S(=O)(=O)Nc2c(C)cc(C)cc2C)ccc1Cl	97	-2	-1.6	-6	-17
47	COc1ccccc1-c1nnc(SCC(=O)O)n1-c1ccc(C)cc1	93	0	-1.2	-44	4
48	COc1cccc(CNC(=O)c2cnc(-c3ccccn3)nc2C(F)(F)F)c1	.	.	-0.7	-15	23

item	MEKK2wt PB1 HTS	GalR3 antagonist	NS3 helicase inh	UBC9 SUMO inh
37	94	-3	3	10
38	95	-4	23	3
39	98	-1	8	1
40	.	-1	0	19
41	97	-5	2	-1
42	89	2	-3	1
43	93	-9	10	-17
44	105	-2	-14	8
45	99	0	8	0
46	90	-6	0	2
47	101	-2	-1	4
48	.	3	2	-8

Entries by screen from the list:
Entries 39 to 48 in FID counter read -8, 2, -3, -6, 2, 1, 3, -6, -44, -15
Entries 39 to 48 in GalR3 antagonist read -1, -1, -5, 2, -9, -2, 0, -6, -2, 3

UBC9 SUMO inh, what is marked active above.
entry	SMILES	MEKK3 PB1 HTS	MEKK2 mut-MEK5	CRFR2-BP ag	CRFR2-BP antag	MEKK2wt PB1 HTS	GalR3 antagonist	NS3 helicase inh	UBC9 SUMO inh
7	COc1ccc(/C=C2\SC(=O)N(CC(=O)NNC(=O)c3ccccc3O)C2=O)cc1	96	-2	0.2	-5	95	2	7	56*

Other entries follow:
item	compound	MEKK3 PB1 HTS	MEKK2 mut-MEK5	CRFR2-BP ag	FID counter	CRFR2-BP antag
49	CN(C)CCN(C(=O)c1ccc2c(c1)OCCO2)c1nc2cc3c(cc2s1)OCO3	103	7	0.8	19	-20
50	O=S(=O)([N-]c1nc2ccccc2nc1-[n+]1ccc(-c2ccncc2)cc1)c1ccccc1	97	-3	224*	6	-99
51	CC(=O)c1ccccc1OCCOc1ccccc1C(C)=O	109	16	0.1	-14	-4
52	COC(=O)[C@H](CCSC)NC(=O)Nc1cccc(C)c1C	99	-3	0.4	-2	-26
53	CC(=O)Nc1ccc2oc(-c3cc(F)c(F)cc3Cl)nc2c1	101	2	4.2	-4	-21
54	Cc1ccc(S(=O)(=O)/C(=C/Cl)NC(=O)c2ccccc2)cc1	98	-2	-1.3	-1	5
55	Cc1ccc(CSCCNC(=O)c2cccc([N+](=O)[O-])c2)cc1	89	-1	-0.8	0	25
56	O=C(c1ccco1)N1CCN=C1SCc1ccccc1Cl	108	2	-1.3	-6	101*
57	COc1c(O)cc2oc(-c3ccc(O)c(O)c3)cc(=O)c2c1O	98	5	-1.3	.	-11
58	CC1CCN(S(=O)(=O)c2cccc(-c3cn4cc(Cl)ccc4n3)c2)CC1	103	3	6.0	-10	-34
59	Cc1cc(C)c(CN2CCC(n3nccc3NC(=O)CCOc3ccccc3)CC2)cc1C	100	10	0.6	21	-18
60	CCN(CC)c1cc2nonc2c2nonc12	102	3	-1.1	1	24
61	O=C(CNC(=O)c1ccccc1)N/N=C/C=C/c1ccccc1	98	-1	-5.6	-20	4

item	MEKK2wt PB1 HTS	GalR3 antagonist	NS3 helicase inh	UBC9 SUMO inh
49	105	-5	-10	20
50	97	-5	-10	16
51	112	-10	-1	0
52	96	-3	-11	1
53	103	2	4	26
54	95	-5	-8	8
55	101	-2	-5	-16
56	109	2	-8	0
57	94	-4	.	-26
58	97	-3	-7	-8
59	110	-8	-43	7
60	102	-2	8	21
61	92	0	5	1

Structural class, the entries above containing a cyano group (three)
item	compound	MEKK3 PB1 HTS	MEKK2 mut-MEK5	CRFR2-BP ag	FID counter	CRFR2-BP antag
11	N#C/C(=N\Nc1cccc(F)c1)C(=N)N1CCCCCC1	101	3	-1.0	-1	-14
37	CCC(C)OC(=O)C1=C(C)O[C@]23OC(N)=C(C#N)[C@]12C(=O)c1ccccc13 (stereo partly drawn)	96	4	-4.6	-17	-2
42	Cc1ccc(-n2c(-c3ccccc3)cc(/C=N/NC(=O)CC#N)c2-c2ccccc2)cc1	101	-8	.	-6	.

item	MEKK2wt PB1 HTS	GalR3 antagonist	NS3 helicase inh	UBC9 SUMO inh
11	104	-6	5	-3
37	94	-3	3	10
42	89	2	-3	1
